Source: PubChem BioAssay
Growth percent in the NCI-60 one-dose screen (48 h, 10 µM unless noted): 100 = growth as untreated, 0 = no growth, -100 = all killed.
CCRF-CEM: CCRF-CEM leukemia; actives 7% (n = 77,000); AID 1794778
M14: M14 melanoma. AID 1794745. actives 6.2% (n = 80,000)
HOP-62: HOP-62 NSCLC. actives 3.9% (n = 80,000). AID 1794735
EKVX: EKVX NSCLC. actives 3% (n = 71,000)
RPMI-8226: RPMI-8226 leukemia cells | AID 1794781 | actives 7.5% (n = 77,000)
HOP-92: HOP-92 NSCLC cells. actives 6.3% (n = 71,000)
A549/ATCC: A549/ATCC NSCLC; AID 1794740; actives 3.7% (n = 81,000)
MDA-MB-435: MDA-MB-435 melanoma | actives 7.8% (n = 82,000) | AID 1794794
* = called active by the depositor; nt = no result given; & = joins results of further samples; ! = repeats disagree; [ ] = another dose, or the depositor's remark. The calls were made as follows: active = growth percent below 10; inactive = the rest. The order is random. About 13% of those tested had a hit in this group.

Below each compound: CCRF-CEM	M14	HOP-62	EKVX	RPMI-8226	HOP-92	A549/ATCC	MDA-MB-435
> O=C(O)c1ccccc1-c1ccc([N+](=O)[O-])cc1Cl
 : 98	101	119	96	101	99	99	103
> O=C(CC(=O)c1ccccn1)c1ccccc1
 : 48	73	62	89	nt	nt	100	84
> COc1ccc(C2=NN(C(C)=O)C(c3cccc(NS(C)(=O)=O)c3)C2)cc1 (stereo not drawn)
 : nt	103	90	89	nt	86	131	112
> O=c1[nH]nc(Cn2nc(-c3ccccc3)ccc2=O)o1
 : 102	105	91	97	112	nt	98	98
> O=C(NCCN1CCOCC1)n1cc(-c2ccncc2)c(-c2cc(O)cc(Cl)c2)n1
 : 97	25	102	119	84	nt	103	61
> CN1CC(c2ccccc2)C2(SC(=Nc3ccccc3)N(Nc3ccccc3)C2=O)C12C(=O)Nc1ccccc12 (stereo not drawn)
 : 59	63	71	42	53	12	46	64
> CCOCCC(=O)O
 : 99	102	115	99	107	81	115	108
> Cc1cnc(C(=O)Nc2nc3ccc(S(=O)(=O)Nc4ccc(C(C)(C)C)cc4)cc3[nH]2)cn1
 : 11	1.9*	42	51	19	37	22	-65*
> CCOC(=O)c1cc(C(=O)N2c3ccccc3Sc3ccccc32)n2c3ccccc3n(C)c12
 : 102	99	87	101	102	57	96	98
> CC(=O)N1N=C(c2ccc(Br)cc2)CC1c1c(C)nn(-c2ccccc2)c1N1CCOCC1 (stereo not drawn)
 : 91	95	99	95	86	81	70	104
> Clc1ccc(C2=CCCCC2)cc1
 : 148	109	96	116	113	nt	90	111
> CSc1nc(N)c(CNCc2ccccc2)c(=O)n1C
 : 88	94	89	83	82	nt	100	95
> COc1cc(/C=C/C(=O)c2cc(OC)c(OC)c(OC)c2)ccc1OCc1ccc(Cl)cc1
 : 102	112	111	109	103	128	115	109
> COc1ccc(/C=C2\Oc3cc(OCCCCN4CCCCC4)ccc3C2=O)cc1OC
 : 88	97	85	90	94	75	103	100
> CCOCCNc1ccc(S(=O)(=O)c2ccc(N)cc2)cc1N
 : 96	112	110	87	93	nt	92	105
> O=[N+]([O-])c1cc(S(=O)(=O)O)ccc1Cl
 : 90	103	115	110	97	63	111	117
> Oc1cccc2cnccc12
 : 86	97	98	77	87	79	96	103
> O=Nc1c(O)cc(O)c2ccccc12
 : 102	102	101	99	103	103	103	107
> COc1ccc(-c2onc(NC(C)=O)c2-c2cc(OC)c(OC)c(OC)c2)cc1
 : 100	109	108	nt	90	125	97	102
> Cn1cc(-c2csc(-c3c[nH]c4ccc(Br)cc34)n2)c2cnccc21
 : -39*	-82*	-67*	-78*	-40*	-86*	-77*	-92*

Random excerpt: 4 records from the list.
Below each compound: CCRF-CEM	M14	HOP-62	EKVX	RPMI-8226	HOP-92	A549/ATCC	MDA-MB-435
> CCOCCNc1ccc(S(=O)(=O)c2ccc(N)cc2)cc1N
 : 96	112	110	87	93	nt	92	105
> CN1CC(c2ccccc2)C2(SC(=Nc3ccccc3)N(Nc3ccccc3)C2=O)C12C(=O)Nc1ccccc12 (stereo not drawn)
 : 59	63	71	42	53	12	46	64
> COc1ccc(/C=C2\Oc3cc(OCCCCN4CCCCC4)ccc3C2=O)cc1OC
 : 88	97	85	90	94	75	103	100
> O=[N+]([O-])c1cc(S(=O)(=O)O)ccc1Cl
 : 90	103	115	110	97	63	111	117

(list continues)
Below each compound: CCRF-CEM	M14	HOP-62	EKVX	RPMI-8226	HOP-92	A549/ATCC	MDA-MB-435
> C=C1CCC[C@@H]2[C@@](C)(Cc3cc(O)ccc3O)C(C)CC[C@]12C (stereo partly drawn)
 : 19	82	85	47	47	44	52	72
> COc1ccc(C(=O)C[n+]2cn(CC(=O)Nc3cccc4cccnc34)c3ccccc32)cc1
 : 85	85	90	94	19	39	101	82
> O=c1cc(Cl)c(=O)[nH][nH]1
 : 104&97	102&100	104&105	104&110	106&100	97&102	99&100	112&103
> CC(=O)OCC(=O)[C@H]1CC[C@H]2C3=CC=C4C[C@@H](OC(C)=O)CC[C@]4(C)C3=CC[C@]12C
 : 97	107	90	80	95	82	100	92
> O=c1ccc2ccccc2c2ccccc12
 : 86	81	129	96	84	64	106	48
> C[C@@H]1O[C@H](Oc2c(-c3ccc(O)c(O)c3)oc3cc(O)cc(O)c3c2=O)[C@H](O)[C@H](O)[C@H]1O
 : 110	nt	104	100	106	112	107	105
> CCOC(=O)CCN1CCN(c2cccc(C)c2)CC1
 : 102	107	100	103	95	90	102	105
> CC12CCC3C4(C)COC(c5ccc([N+](=O)[O-])cc5)OC4CCC3(C)C1CC(C1=CCOC1=O)O2 (stereo not drawn)
 : 72	nt	86	54	51	82	82	85
> COc1ccc(/C=C2\COc3ccc(O)cc3C2=O)cc1
 : 3.1*	91	103	105	-0.5*	110	98	79
> Cc1ccc(S(=O)(=O)Nc2ccc(Br)cc2C(=O)O)cc1
 : 97	110	122	nt	101	nt	115	102
> Cc1[nH]c2ccccc2c1CCNC(=O)C1CCN(C(=O)c2ccc3ccccc3c2)CC1
 : 83	101	94	97	78	93	84	104
> Cc1c2c(cc3c1OCN(Cc1ccccc1)C3)OCN(Cc1ccccc1)C2
 : 82	105	105	91	84	113	102	97
> CCOC(=O)/C(F)=C/C1CC1CCc1ccccc1 (stereo not drawn)
 : 99	104	102	92	114	103	98	103
> O=C(OCc1ccccc1OC1O[C@H](CO)[C@@H](O)[C@H](O)[C@H]1O)[C@@]1(O)C(=O)C2C=CC1C1C2C=CC(=O)[C@]1(O)C(=O)OCc1ccccc1O[C@@H]1O[C@@H](CO)[C@H](O)[C@@H](O)[C@@H]1O (stereo partly drawn)
 : 103	99	103	99	113	135	117	111
> CC1(C)C2CC=C(C=C(C#N)C#N)C1C2 (stereo not drawn)
 : 104	109	101	97	99	96	104	106
> CCOC(=O)C1=C(Nc2ccc(OC)cc2)C(N)=NC1=N
 : 16	27	52	nt	25	48	32	-43*
> NOC(=O)CC[C@H](N)C(=O)O
 : 104[20 µM]	103[20 µM]	108[20 µM]	102[20 µM]	111[20 µM]	105[20 µM]	109[20 µM]	101[20 µM]
> NS(=O)(=O)c1ccc(CCN2C(=O)c3ccccc3C2=O)cc1
 : 106	106	104	99	109	94	99	112
> NC1CCC(Nc2nc(NCc3ccc(-c4ccco4)nc3)c3ncn(C4CCCC4)c3n2)CC1 (stereo not drawn)
 : -0.4*	-24*	-17*	-2.9*	-18*	-16*	3.7*	11
> Cn1ccc2cc(NC(=O)Cn3cc(-c4ccc(F)cc4)nn3)ccc21
 : 101	113	106	110	109	110	101	106
> CC/C=C\C/C=C\C[C@H]1C/C=C2/C(=O)C=C[C@H]2C/C=C\CCC(=O)O1
 : 3.9*	-3.6*	-24*	18	4.5*	-10*	25	3.4*
> CC(C)(C)Nc1nc2c(OCCc3ccccc3)cccn2c1-c1cccc(F)c1
 : 3.6*	-3.6*	-33*	5.5*	-23*	-27*	12	2.4*
> COc1ccccc1C(C)=O
 : 102	96&105	102&107	98	100&91	70	97&107	112&104
> CCCCOc1nc2ccccc2cc1/C=C/C(=O)/C=C(/C=C/c1cc2ccccc2nc1OCCCC)OB(F)F
 : 109	103	93	103	nt	nt	97	104
> O=S(=O)(Nc1nccs1)c1ccc(Nc2nc(-c3ccccn3)cs2)cc1
 : 102	108	79	102	114	99	106	111
> COc1ccc(CCN2C(=O)C(C)SC2=S)cc1 (stereo not drawn)
 : 104	102	108	101	101	nt	99	101
> C=C(C)[C@@H]1CC[C@]2(COP(=O)(OCC)OCC)CC[C@]3(C)[C@H](CC[C@@H]4[C@@]5(C)CCCNC(C)(C)[C@@H]5CC[C@]43C)[C@@H]12
 : nt	-46*	63	40	-47*	41	36	37
> CCN(CC)C1N=C(C)Nc2c1sc(=S)n2-c1ccc(OC)cc1OC (stereo not drawn)
 : 85	124	77	87	73	63	89	102
> N#CCC(=O)NNS(=O)(=O)c1ccc(Cl)cc1
 : 99	104	nt	97	102	94	106	102
> CCN1CCN(CC(=O)Nc2cccc(-n3cc(-c4ccncc4)c(-c4ccc(Cl)c(OC)c4)n3)c2)CC1
 : 115	101	94	99	110	109	100	105
> COc1ccc(-c2csc(C3=C(O)CN(C(C)C)C3=N)n2)cc1OC
 : nt	136	87	94	56	43	89	116
> CN(C)CCCOc1c2ccccc2nc2c1oc1ccc(Cl)cc12
 : 17	-87*	14	12	-21*	3.7*	-2.8*	-20*
> O=C1C(=O)N(CCCCn2cc(CN(Cc3ccccc3)Cc3ccccc3)nn2)c2ccccc21
 : 94	89	95	82	76	93	88	105
> CC(C)C(NC=O)C(=O)O (stereo not drawn)
 : 97	100	105	nt	96	97	91	100
> O=C(N/N=C/[C@@H](O)[C@H](O)[C@H](O)CO)c1ccc(NC(=O)c2cccnc2)cc1
 : 98	106	102	100	nt	103	101	104
> CCCCN1C(=O)c2cccc3c(OC)cc(/C=C/C(=O)OCC)c(c23)C1=O
 : 98	111	94	91	106	88	98	101
> Cc1cccc(C)c1N1C(=O)CC(Sc2ccccc2N)C1=O (stereo not drawn)
 : 99	120	105	99	93	91	87	103
> Cc1nc(OCc2ccccc2)c(C#N)c2c1CCCC2
 : 87	94	82	72	71	58	85	100
> CC(C)(C)OC(=O)N(CCOCCO)c1ccn2ncc(-c3ccc(C(=O)O)c(O)c3)c2n1
 : 103	95	94	89	102	84	99	104
> Nc1cc(F)ccc1NC(=O)c1ccc(NC(=O)C/C=C/c2cccnc2)cc1
 : 25	nt	49	73	6.2*	25	56	28
> O=C(Nc1ccccc1)c1cc(-n2cnc([N+](=O)[O-])c2)ccn1
 : 93	110	102	102	111	76	95	101
> CC(=O)N1Cc2ccccc2C(C)Cc2cc(Cl)ccc21 (stereo not drawn)
 : 110	103	102	95	105	99	97	106
> CCCCCn1sc(=O)n(Cc2ccc(CNC(=O)OCc3ccc4c(Br)cc(Br)c(O)c4n3)cc2)c1=O
 : 44	56	41	90	78	104	52	78
> CC(=O)[C@@H]1CC[C@]2(C(N)=O)CC[C@]3(C)[C@H](CC[C@@H]4[C@@]5(C)CCCNC(C)(C)[C@@H]5CC[C@]43C)[C@@H]12
 : 88	77	98	94	62	82	83	84
> O=C(Cc1ccc2c(c1)CN(C1CCC(=O)NC1=O)C2=O)NCCc1ccccc1 (stereo not drawn)
 : 11	7.9*	0.4*	67	46	-14*	20	35
> CCCCCCC(C)OC(=O)c1ccccc1 (stereo not drawn)
 : nt	98	109	nt	93	99	95	103
> COc1ccc(/C=C/c2nc(N/N=C/c3ccc(Cl)cc3)c3ccccc3n2)cc1
 : 73	41	69	65	81	77	61	51
> OC(CN1CCCC1)c1ccccc1 (stereo not drawn)
 : 92	101	99	108	112	nt	102	109
> CCOC(=O)Cc1cnn(C)c1-n1nnc2ccccc2c1=O
 : 96	100	99	105	101	88	98	90
> Nc1c(I)cc(I)c(C(=O)O)c1I
 : nt	100	91	100	nt	nt	107	107
> O=C1[C@H]2Cc3c([nH]c4ccccc34)[C@H](c3ccc(Cl)cc3)N2C(=O)CN1C1CCN(Cc2c(F)cccc2F)CC1
 : 72[8.33 µM]	74[8.33 µM]	72[8.33 µM]	56[8.33 µM]	59[8.33 µM]	74[8.33 µM]	63[8.33 µM]	81[8.33 µM]
> N#C/C(=C\NCc1ccc2c(c1)OCO2)S(=O)(=O)c1ccccc1
 : 81	108	109	119	99	102	93	112
> CCOC(=O)/C(C#N)=C\c1ccc2ccccc2c1
 : 84	106	88	nt	95	nt	100	105
> CC(=O)Nc1ccc(OC(C)=O)cc1
 : 6.7*!	0.3*!	8.9*!	100&50	-25*!	102	6.1*!	-29*!
> Cc1cc(Cl)cc2c1OCOC2
 : 97	107	98	nt	101	107	102	103
> O=S(=O)(Nc1ccccn1)c1ccc(Nc2nc(O)c(/C=C3\C=Nc4ccccc43)s2)cc1
 : 97	105	88	105	90	77	96	108
> N#CC1=C(N)n2nc(-c3cccnc3)nc2NC1c1ccc(F)cc1 (stereo not drawn)
 : 98	106	104	93	93	79	100	98
> O=C(c1ccccc1)c1cc2ccccc2o1
 : 101&97	94&99	98&100	113&95	114&94	85&110	94&99	96&103
> CCN(c1cc(-c2ccc(CN3CCC(/C=C/S(=O)(=O)c4ccccc4)CC3)cc2)cc(C(=O)NCc2c(C)cc(C)[nH]c2=O)c1C)C1CCOCC1
 : 38	85	83	87	19	24	66	77
> O=C(Cn1c2ccccc2c2ccncc21)N/N=C/c1cccs1
 : 90	104	91	97	86	82	71	109

The closing 4 records of the part before are carried over, then new ones follow.
Below each compound: CCRF-CEM	M14	HOP-62	EKVX	RPMI-8226	HOP-92	A549/ATCC	MDA-MB-435
> N#CC1=C(N)n2nc(-c3cccnc3)nc2NC1c1ccc(F)cc1 (stereo not drawn)
 : 98	106	104	93	93	79	100	98
> O=C(c1ccccc1)c1cc2ccccc2o1
 : 101&97	94&99	98&100	113&95	114&94	85&110	94&99	96&103
> CCN(c1cc(-c2ccc(CN3CCC(/C=C/S(=O)(=O)c4ccccc4)CC3)cc2)cc(C(=O)NCc2c(C)cc(C)[nH]c2=O)c1C)C1CCOCC1
 : 38	85	83	87	19	24	66	77
> O=C(Cn1c2ccccc2c2ccncc21)N/N=C/c1cccs1
 : 90	104	91	97	86	82	71	109
> CCOC(=O)CC1CSC(N/N=C(/C)c2cccc(C(F)(F)F)c2)=N1 (stereo not drawn)
 : 104	101	97	89	111	100	88	101
> CC(=O)O[C@H]1CO[C@H]2[C@@H]1OC[C@@H]2Oc1ccnc(NC2CCN(S(C)(=O)=O)CC2)n1
 : 103	nt	109	95	114	106	103	100
> COc1ccc(-n2cc(-c3ccc(Cl)c(Cl)c3)[nH]c2=O)cc1OC
 : 3.7*	104	97	94	98	75	90	100
> O=C(/C=C\c1ccc(OCCCCCC[P+](c2ccccc2)(c2ccccc2)c2ccccc2)cc1)c1ccc2c(c1)OCCO2
 : nt	-3.1*	-22*	24	-42*	-29*	12	-30*
> CCCCC1COc2cccc3c2N1C=C/C3=C\C(=O)N(C)c1cccc(Cl)c1 (stereo not drawn)
 : 97	102	109	96	92	92	99	101
> Cn1nccc1N
 : 107	117	95	101	109	110	102	107
> Cc1nnc(/N=C2\NC(=O)/C(=C/c3ccc(Cl)c(Cl)c3)S2)s1
 : 96	99	nt	106	100	94	100	97
